# Assay outcomes: PubChem, several laboratories
# MEKK2 mut-MEK5: signal of MEK5 binding to mutant human MEKK2 PB1 domain; bead flow cytometry, Alexa488-MEK5 binding to MEKK2 mutant; percent response, % at 10 µM; 290,000 compounds, 0.35% hits; AID 1530; in the data active = percent response above about 24%, passing the limit was not always enough; also: inactives centre near 1; some results filed as inactive read as strong as hits; reference of the scale not given here
# SUMO HTRF inh: blocks human SUMOylation mediated by UBC9; P63279; inhibition, % at 35 µM; HTRF SUMOylation assay, SAE1/SAE2 + UBC9, in vitro; 290,000 compounds, 0.36% hits; in the data active = inhibition above about 50%, passing the limit was not always enough; also: strong numbers were not always called active
# Target sequence (P63279 whole entry, looked up): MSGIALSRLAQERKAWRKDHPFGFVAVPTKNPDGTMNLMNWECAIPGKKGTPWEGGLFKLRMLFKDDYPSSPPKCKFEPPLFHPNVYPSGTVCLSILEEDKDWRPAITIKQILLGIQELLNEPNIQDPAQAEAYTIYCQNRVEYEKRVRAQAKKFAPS
# MEKK2 WT-MEK5: raises or lowers MEK5 binding to wildtype human MEKK2 PB1 domain; binding response (% of control), % at 10 µM; AID 1531; bead flow cytometry, Alexa488-MEK5 binding to MEKK2 WT; actives lie on both sides; 290,000 compounds, 1.1% hits; Q9Y2U5; in the data active = binding response below about 67% or above about 130%
# M18AAP inhibitor: blocks P. falciparum M18 aspartyl aminopeptidase. recombinant PfM18AAP, H-Glu-NHMec fluorogenic cleavage. inhibition, % at 7.35 µM. 290,000 compounds, 1.2% hits. AID 1822;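 active = inhibition above the campaign mean inhibition over all tested compounds plus 3 SD, cut at about 28% in these data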;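 also: 0% = plate median of test compound wells and 100% = 2 mM ZnCl2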
# NALP1 inh: NALP1 inhibition; S. cerevisiae NALP1/ASC/caspase-1 growth, X-gal OD620, 72 h; inhibition, % at 10 µM; 280,000 compounds, 0.61% hits; in the data active = inhibition mostly above about 24%, no sharp cut-off; inactive = mostly below about 32%; also: some compounds called inactive have numbers as strong as hits
# pCIP destab: compounds decreasing mouse p/CIP protein stability; F442A p/CIP-EGFP cells, EGFP fluorescence, 16 h; decrease of EGFP signal, % at 10 µM; Q05BA5; 290,000 compounds, 0.01% hits;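 active = EGFP signal decrease of at least 30% at 10 µM or well 3 SD below plate mean, unless failing retest; inactive = the rest, including hits failing retest or dose response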; also: some compounds called inactive have numbers as strong as hits; many of its hits are not listed in these tables
# MEKK3 PB1 HTS: modulators (inhibitors or enhancers) of MEK5 binding to human MEKK3 PB1 domain | binding response (% of control), % at 10 µM | Q99759 | AID 1529 | bead-based flow cytometry, Alexa488-MEK5 binding to MEKK3; actives lie on both sides; 0 = blocked by unlabeled MEK5, 100 = vehicle | 290,000 compounds, 1.4% hits;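 active = binding response more than 3 SD above or below the average of its plate-row segment, actives on both sides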;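 also: Alexa488 bead fluorescence after subtracting the streptavidin-only scavenger bead signal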
# Target sequence (Q99759 whole entry, looked up, the tested form may be a part): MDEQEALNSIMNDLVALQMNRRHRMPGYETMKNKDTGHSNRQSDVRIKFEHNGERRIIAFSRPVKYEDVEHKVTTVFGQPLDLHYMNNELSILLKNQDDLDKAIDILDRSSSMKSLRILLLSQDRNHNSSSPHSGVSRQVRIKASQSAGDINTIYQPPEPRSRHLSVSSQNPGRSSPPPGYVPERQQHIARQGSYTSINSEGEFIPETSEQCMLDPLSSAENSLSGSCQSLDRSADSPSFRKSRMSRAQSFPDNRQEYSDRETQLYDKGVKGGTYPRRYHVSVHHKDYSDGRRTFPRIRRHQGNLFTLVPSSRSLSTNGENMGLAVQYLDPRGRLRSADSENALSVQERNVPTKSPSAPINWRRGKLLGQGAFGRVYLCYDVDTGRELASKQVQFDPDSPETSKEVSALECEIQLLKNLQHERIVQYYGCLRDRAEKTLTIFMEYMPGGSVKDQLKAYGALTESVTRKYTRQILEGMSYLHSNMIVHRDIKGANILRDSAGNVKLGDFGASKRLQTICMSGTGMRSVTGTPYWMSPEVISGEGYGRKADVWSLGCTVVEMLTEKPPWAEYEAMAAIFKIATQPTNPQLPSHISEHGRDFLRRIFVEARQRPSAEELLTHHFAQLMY
# IDE cell inh: inhibits human insulin-degrading enzyme in HEK cells. P14735. FAbetaB cleavage, fluorescence polarization. inhibition, % at 5.59 µM. 320,000 compounds, 0.41% hits;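 active = percent inhibition above the average of all tested compounds plus 3 SD, set per screening campaign, cut at about 16% in these data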;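 also: IDE supplied by intact live HEK cells; FP after avidin binding of uncleaved biotin substrate so inhibition keeps polarization high; 0% = DMSO wells and 100% = 60 µM reference IDE inhibitor Ii1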
# IDE act: IDE (human) activation, cell-based | P14735 | HEK cells, FAbeta-B cleavage, fluorescence polarization; 0% vehicle, 100% cell-free pure enzyme wells | activation, % at 5.96 µM | 340,000 compounds, 0.073% hits;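 active = activation above the mean of all tested compounds plus 3 SD, set per screening campaign, cut at about 17% in these data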
# * = called active by the depositor; · = not tested or not shown; [ ] = dose if it differs, or a comment. This is a subset; rates above refer to the full screens.
MEKK2 mut-MEK5	SUMO HTRF inh	MEKK2 WT-MEK5	M18AAP inhibitor	NALP1 inh	pCIP destab	MEKK3 PB1 HTS	IDE cell inh	IDE act	Structure
7	6	111	-6	·	1	112	4	-10	CC(C)c1cc(C(N)=O)c(NC(=O)C2CCC2)s1
-4	36	99	-3	14	-4	97	0	2	COc1cc(C(=O)N(Cc2cc3ccccc3[nH]c2=O)CC2CCCO2)cc(OC)c1OC (stereo not given)
880*	13	805*	-1	6	-671	145*	133*	-91	CN1/C(=C\C=C2/SC(=S)N(CC(=O)O)C2=O)C(C)(C)c2ccccc21
·	2	·	17	8	20	·	·	12	CC(=O)NC1C(=O)N(CCc2ccccc2)c2ccc(Br)cc21 (stereo not given)
1	24	104	4	16	-11	97	-1	4	CCc1ccccc1NC(=O)CSc1nnc(-c2cc(C)[nH]n2)n1N
7	9	100	6	-5	-4	100	0	3	Cc1ccc(S(=O)(=O)N2CCOCC2)cc1C(=O)O
8	6	98	2	5	-8	100	-2	1	CN(C)C(C)(C)/C=C/C(O)(c1ccccc1)c1ccccc1
4	19	83	·	19	-11	85	8	5	CC(C)[C@@H](CO)NC(=O)c1ccc2c3n(nc2c1)-c1ccccc1CO3
-1	-8	97	-2	27	0	101	2	5	COCC1CCN(C(=O)c2cc(COc3cncc(Cl)c3)on2)C1 (stereo not given)
-45	2	102	-4	-31	-12	96	-2	3	Cc1ccc(SCC(=O)NC(=O)NCCC(C)C)c(C)c1
0	-12	99	-10	10	-12	107	3	0	O=C(Nc1ncnc2sc3c(c12)CCCCC3)c1ccco1
11	14	108	-4	4	-11	103	-5	0	CCc1c(C)nc2ncnn2c1NCCc1ccc(OC)cc1
-13	8	86	-1	-6	4	75	2	3	COC(=O)[C@H](C)NC(=O)NCc1ccccc1F
5	6	101	-12	-10	-16	101	-3	2	Cn1cccc1C(=O)C(=O)Nc1ccc(Cl)cc1
-2	-6	93	-5	36	-3	101	-2	-4	O=C(Cc1csc(-c2ccccc2)n1)NCc1ccc(F)cc1
·	24	·	5	4	-20	·	2	5	O=C(Nc1ccc(N2CCOCC2)cc1N1CCOCC1)c1ccc([N+](=O)[O-])cc1
·	19	·	-5	2	-11	·	-3	3	CCCCC(=O)NCCc1cc2c(OC)ccc(OC)c2[nH]c1=O
-12	13	93	34*	14	6	89	·	-3	CCN1CCN(c2nc(C)nc3c2sc(=S)n3C)CC1
0	14	101	-1	-2	-6	93	5	-4	CC1(C)c2ccccc2N2CC(=O)N(CC(N)=O)C21C (stereo not given)
-3	14	95	-4	-5	12	101	2	5	O=S(=O)(c1ccc(F)c(F)c1F)N1CCN(C(=S)NCc2ccccc2)CC1
-15	0	77	-3	-13	-12	91	-1	6	Cc1ccc(C)c(OCCCC(=O)N2CCOCC2)c1
7	2	96	-16	22	-4	102	-1	-6	C=CCC1CCCCC12NC(=O)N(c1ccccc1)N2 (stereo not given)
-3	4	89	-1	34	8	85	1	8	CC1CCN(S(=O)(=O)c2ccccc2[N+](=O)[O-])CC1
0	1	105	3	17	-7	101	1	2	O=C(COC(=O)C1COc2ccccc2O1)NC1CCS(=O)(=O)C1 (stereo not given)
-1	-1	100	-1	9	-7	99	1	4	COC(=O)C1=CN(c2ccc(OC)cc2)C=C(C(=O)OC)C1c1ccc(C)c([N+](=O)[O-])c1
-1	-4	91	7	10	-2	104	1	-2	O=C(N/N=C/c1cc2c(cc1Br)OCO2)c1cc2ccccc2o1
-5	-4	94	6	0	-1	94	2	0	Cc1nnc(SCc2cn3ccsc3n2)n(N)c1=O
-3	0	96	2	14	4	99	1	-4	COc1ccc(-c2cc3c(nn2)-c2ccccc2C3=O)cc1
-3	-11	92	-67	11	3	93	2	4	COc1ccccc1NC(CC(=O)c1ccccc1)C(=O)OCC(=O)c1ccc(F)cc1 (stereo not given)
7	-25	74	3	0	0	72	-2	-7	O=C(c1ccco1)N1CCN(C(=O)C2CC(c3ccc(Cl)c(Cl)c3)=NO2)CC1 (stereo not given)
1	-4	98	5	-9	1	102	1	0	Cc1ccc2nc(SCc3nnc(-c4ccccc4)o3)[nH]c2c1
-2	2	101	-12	6	0	105	6	1	Cc1cc(NC(=O)c2sc(Nc3ccc(F)c(Cl)c3)nc2N)no1
8	-14	102	-5	10	-2	108	5	3	CCOc1ccc(Br)cc1S(=O)(=O)N1CCCC1
2	-9	103	4	18	-9	101	-6	3	Cc1ccc(NCc2ccccc2O)cc1
29	-8	152*	-1	24	-2	106	21*	-16	Cc1cc[n+](C(C)C(=O)c2ccc(-c3ccccc3)cc2)cc1 (stereo not given)
3	-2	98	3	29	-9	93	-3	-4	Cc1c(OCc2ccccc2)cccc1OCc1ccccc1
-3	10	99	0	3	-10	98	-2	2	COc1ccc(NC(=O)c2ccc(NC3CC(=O)N(c4ccc(C)cc4C)C3=O)cc2)cc1 (stereo not given)
2	9	103	3	14	-3	100	1	1	O=C(CSc1nnc(-c2ccco2)o1)c1ccccc1
1	-2	96	3	21	-6	101	10	-9	COC(=O)[C@H]1C[C@@H]1[C@H](NC(=O)c1ccccc1)c1ccccc1
2	11	99	7	2	2	99	·	1	Cc1ccc(C(=O)NC(=S)N2CCN(C)CC2)cc1Br
-5	-7	95	-3	-5	-17	98	-7	0	O=S(=O)(c1ccccc1Cl)N1CCC(O)(c2ccc3c(c2)OCO3)CC1
9	14	100	-11	8	-6	100	5	-2	CC(=O)c1ccc(-n2nncc2C)cc1
10	30	106	2	14	1	112	1	1	O=C(CCn1[nH]c(=O)c2ccccc2c1=O)NCCO
2	8	101	3	4	-4	102	0	6	COc1ccc(C(=O)c2cnc(C(C)C)n2C)cc1
3	12	106	7	3	-78	101	22*	-36	COc1ccc(OC)c(/C=C2\Oc3cc(OCC(=O)N4CCC(C(=O)O)CC4)ccc3C2=O)c1
2	-10	104	2	3	7	103	4	2	COc1ccc(CCNC(=O)C2CCCN2C(=O)Nc2ccc(C)cc2)cc1OC (stereo not given)
0	16	101	15	5	4	106	1	-6	O=C(Nc1ccccc1)C(Cl)C(=O)c1ccccc1 (stereo not given)
-13	-6	83	4	25	-1	94	2	2	COC(=O)C1C(c2ccc(Br)cc2)Nc2nnc(C(F)(F)F)n2C1(C)O (stereo not given)
-46	8	6.0*[inhibitor]	0	-11	-2	3.0*[inhibitor]	-1	1	C(=C\c1nc(-c2cccnc2)no1)/c1ccccc1
1	6	101	6	12	1	105	7	2	O=c1[nH]c(/C=C\c2cccc(F)c2)nc(O)c1[N+](=O)[O-]
6	-6	104	-1	7	7	99	4	-5	CN1CCN(C(=O)C2CCN(S(=O)(=O)c3cnc[nH]3)CC2)CC1
8	-19	109	13	-12	5	103	-1	3	COc1ccc(C(=O)NNC(=S)NC(=O)c2cccs2)cc1
11	0	111	-2	4	-9	109	-1	5	COCCn1c(SCC(=O)Nc2cc(C)on2)nnc1-c1c[nH]c2ccccc12
11	13	114	1	11	-7	106	2	-6	Cc1ccc(C(=O)NCCSC(C)(C)C)cc1
-1	-3	104	0	12	-6	104	-1	7	CC1CCN(C(=O)CSc2nnc(-c3ccccc3F)o2)CC1
8	20	111	4	-15	-1	109	4	-2	COc1ccc(CNc2oc(-c3cccc4ccccc34)nc2P(=O)(OC)OC)cc1
5	-13	104	3	-1	3	104	5	5	O=C(CS(=O)(=O)c1cn(CC(=O)N2CCOCC2)c2ccccc12)NCc1ccc(F)cc1
-1	24	93	3	21	-9	101	5	-1	CCC(CC)C1=NN2C(=N)/C(=C\c3cc(C)n(-c4cccc(C)c4)c3C)C(=O)N=C2S1
2	21	93	-10	10	10	98	3	2	Cc1c(OC(C)C(=O)N[C@H](C(=O)O)c2ccccc2)ccc2c3c(c(=O)oc12)CCCC3 (stereo not given in full)
-1	-1	91	-4	20	0	95	-1	4	CC(=O)NC1CC2CCCC(C1)N2S(=O)(=O)c1ccccc1 (stereo not given)

# Other entries follow:
MEKK2 mut-MEK5	SUMO HTRF inh	MEKK2 WT-MEK5	M18AAP inhibitor	NALP1 inh	pCIP destab	MEKK3 PB1 HTS	IDE cell inh	IDE act	Structure
-11	-19	80	-9	-3	-3	80	6	4	N#Cc1ccc(C(c2nnnn2CCc2ccccc2)N2CCCCCC2)cc1 (stereo not given)
3	9	103	7	17	-13	101	·	9	CN(CCO)c1ccc(-c2n[nH]c(=O)c3ccccc23)cc1[N+](=O)[O-]
7	-6	110	-1	-27	-1	104	2	-1	COc1ccc(CCNC(=O)CN(c2ccc(C)cc2)S(=O)(=O)c2c(C)noc2C)cc1OC
0	-25	93	15	9	-5	98	4	9	COc1cc(C)ccc1OCc1cc(C(=O)N2CCC(c3ccc(F)cc3)C2)no1 (stereo not given)
0	3	95	2	-5	-12	96	1	2	CCCOc1ccc(C(=O)c2ccccc2C(=O)O)cc1OCCC
9	12	103	14	-29	-8	104	4	1	COC(=O)c1cc2c(-c3ccccc3)cc3ccccn3c-2c1C(=O)OC
11	9	109	-7	-5	-30	107	2	0	Cc1ccc(Cl)cc1NS(=O)(=O)N1CCOCC1
5	8	109	-6	7	-8	103	1	-1	CCOC(=O)N1CCC(C(N)=O)CC1
-1	22	103	2	36	-10	119	9	2	COc1ccc(/C(C)=N/OCC(=O)N=Nc2c(O)[nH]c3ccccc23)cc1
-5	21	99	0	4	-6	102	5	1	Nc1nnc(CC(=O)NCc2ccccc2)s1
1	2	96	3	-4	-9	94	5	8	C=CCOc1ccc(/C(CC)=N/O)c(OC)c1
-40	3	96	0	7	12	97	0	2	Cc1ccc(NC(=O)CCS(=O)(=O)c2cccc3nonc23)cc1

# Some of the entries so far, as labelled records:
Nc1nnc(CC(=O)NCc2ccccc2)s1
  MEKK2 mut-MEK5 = -5 | SUMO HTRF inh = 21 | MEKK2 WT-MEK5 = 99 | M18AAP inhibitor = 0 | NALP1 inh = 4 | pCIP destab = -6 | MEKK3 PB1 HTS = 102 | IDE cell inh = 5 | IDE act = 1

Cc1ccc(NCc2ccccc2O)cc1
  MEKK2 mut-MEK5 = 2 | SUMO HTRF inh = -9 | MEKK2 WT-MEK5 = 103 | M18AAP inhibitor = 4 | NALP1 inh = 18 | pCIP destab = -9 | MEKK3 PB1 HTS = 101 | IDE cell inh = -6 | IDE act = 3

COC(=O)c1cc2c(-c3ccccc3)cc3ccccn3c-2c1C(=O)OC
  MEKK2 mut-MEK5 = 9 | SUMO HTRF inh = 12 | MEKK2 WT-MEK5 = 103 | M18AAP inhibitor = 14 | NALP1 inh = -29 | pCIP destab = -8 | MEKK3 PB1 HTS = 104 | IDE cell inh = 4 | IDE act = 1

Cc1cc(NC(=O)c2sc(Nc3ccc(F)c(Cl)c3)nc2N)no1
  MEKK2 mut-MEK5 = -2 | SUMO HTRF inh = 2 | MEKK2 WT-MEK5 = 101 | M18AAP inhibitor = -12 | NALP1 inh = 6 | pCIP destab = 0 | MEKK3 PB1 HTS = 105 | IDE cell inh = 6 | IDE act = 1

# Other entries follow.
MEKK2 mut-MEK5	SUMO HTRF inh	MEKK2 WT-MEK5	M18AAP inhibitor	NALP1 inh	pCIP destab	MEKK3 PB1 HTS	IDE cell inh	IDE act	Structure
-4	-7	102	-4	-4	6	98	3	9	Cc1c(-c2cccc(NC(=O)c3cccs3)c2)nc2ncccn12
-1	5	104	1	6	-8	112	-1	1	COc1ccc([N+](=O)[O-])cc1/C=N/Nc1nn[nH]n1
18	-6	101	2	26	-5	99	3	3	COC(=O)c1ccc(N/C(=N/S(=O)(=O)c2ccccc2)c2ccccc2)cc1
-5	7	92	-2	3	-16	97	0	-3	CC1Cc2ccccc2N1C(=O)CSc1nc2c(c(=O)n(C)c(=O)n2C)n1Cc1ccccc1 (stereo not given)
1	4	101	0	-33	10	103	4	-4	CSCCC(=O)NC1CC(C)(C)Cc2c1cnn2-c1ccccc1C (stereo not given)
-1	-4	95	6	6	1	93	-3	0	CC1CCCC2(C1)NC(=S)N(c1ccccc1)N2 (stereo not given)
